TDP43 rescue = qHTS of TDP-43 Inhibitors; TDP-43 expressing yeast growth rescue, BacTiter-Glo, 24 h; Potency, µM (highest dose often 46.1 µM), without a hit: top-dose growth rescue (activation), hits mostly activators; 410,000 compounds, 1.8% hits; AID 652104, 2013; note: potency is the fitted concentration of half-maximal effect; % of control where 0% means no effect; nearly all actives have a fitted effect of over 50% in size
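Galactose-induced TDP-43 yeast, OD600=0.02, compound pinned; 24 hr, 30 deg C; BacTiter-Glo luminescence for growth. Inhibitors of TDP-43 toxicity read as activators.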
Akt phos inh = HTS Assay for Inhibitors of Akt Phophorylation: Primary Screen. Neuro2A IGF-stimulated pAkt S473 HTRF, 20 min; hits give low values. activity change, % for hits at 50 µM. 360,000 compounds, 0.32% hits; in the data active = activity change below about -80%; inconclusive = mostly about -51% to -80%; note: % is set by controls: 0 for no effect and ±100 for the full control effect
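Single-point screen (50 µM final compound) in Neuro2A cells stimulated 20 min with 6 nM IGF at 37 deg C. After lysis, Ser473-phosphorylated Akt read by HTRF (ex 330 nm, em 615/665 nm) as the 665/615 ratio.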
Abeta yeast res = qHTS for compounds that reverse cellular toxicity of Amyloid beta (A-beta) peptide in yeast: Primary Screen; 410,000 compounds, 0.063% hits; AID 1347071, 2019; yeast expressing A-beta42, growth rescue, OD600, 48 h; response scale: 0% DMSO, 100% iron-clioquinol control; Potency, µM (highest dose often 46.1 µM), without a hit: at the top dose growth rescue, actives largely listed as activators; note: potency is the fitted concentration of half-maximal effect; nearly all actives have a fitted effect of over 55% in size
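Yeast A-beta toxicity model in growth medium with pinned compounds, 48 h at 30 C; growth read as absorbance at 600 nm. Normalized to FeCl3/clioquinol equimolar mix (positive) and DMSO (negative).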
FUS suppressor = qHTS for Suppressors of FUS Proteinopathy: Primary screen using FUS-linked yeast assay; S. cerevisiae FUS-expressing, growth rescue, OD600, 24 h; Potency, µM (titrated, usually from 76.6 µM), without a hit: top-dose growth rescue (activation), usual class: activators; 390,000 compounds, 0.24% hits; AID 1347120, 2019;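 note: potency is the fitted concentration of half-maximal effect; plate controls were DMSO vehicle for no effect and reference control for full effect; nearly all actives have a fitted effect of over 55% in size; some results filed as inactive show a strong effect at the top dose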
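Read-out: OD at 600 nm after 24hr at 30C, reporting rescue of FUS-induced yeast toxicity. Cells at OD 0.005 in galactose (2%) minimal medium; compounds tested in a dilution series; CP55940 titration from 92uM final as control.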
PTHR1 ag = qHTS for PTHR1 Agonists: Primary Screen; AID 743266, 2014; Potency, µM (titrated, usually from 115 µM), for inactives: at the highest dose activation, usual class: activators; 410,000 compounds, 0.075% hits; Parathyroid hormone/parathyroid hormone-related peptide receptor (Homo sapiens), Q03431; HEK293 GP2 PTHR1 cells, GloSensor cAMP luminescence, 1 h; note: potency is the fitted concentration of half-maximal effect; nearly all actives have a fitted effect of over 55% in size; some results filed as inactive show a strong effect at the top dose; inactives centre near -15; many of its hits are not listed in these tables
Target sequence (Q03431 whole entry, looked up): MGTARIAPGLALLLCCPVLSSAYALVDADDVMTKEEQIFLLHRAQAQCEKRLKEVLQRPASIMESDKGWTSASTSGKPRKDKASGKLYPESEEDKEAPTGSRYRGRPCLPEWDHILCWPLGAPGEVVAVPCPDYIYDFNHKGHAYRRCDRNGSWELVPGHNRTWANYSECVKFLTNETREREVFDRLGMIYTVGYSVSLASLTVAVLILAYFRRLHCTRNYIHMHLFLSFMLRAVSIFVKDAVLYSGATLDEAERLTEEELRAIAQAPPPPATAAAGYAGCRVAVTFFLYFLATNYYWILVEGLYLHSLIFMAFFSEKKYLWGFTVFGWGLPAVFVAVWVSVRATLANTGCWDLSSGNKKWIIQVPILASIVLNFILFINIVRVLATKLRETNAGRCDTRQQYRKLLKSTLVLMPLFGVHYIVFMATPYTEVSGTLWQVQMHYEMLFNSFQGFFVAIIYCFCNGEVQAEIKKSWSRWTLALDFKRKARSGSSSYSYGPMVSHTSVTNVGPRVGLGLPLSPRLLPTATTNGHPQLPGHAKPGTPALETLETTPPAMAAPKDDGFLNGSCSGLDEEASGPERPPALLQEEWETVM
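HEK-293-derived GP2 cells expressing PTHR1 and a GloSensor cAMP reporter, 3,000/well, plated overnight, given luciferin plus IBMX (each 0.5 mM as added) for 1 h at 37 °C, then compound for 1 h at 37 °C. Luminescence was read after 15 min at room temperature.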
D3 antag = qHTS of D3 Dopamine Receptor Antagonist: qHTS; 360,000 compounds, 2.5% hits; max response, negative = inhibition, %; D3R cells, DiscoveRx beta-arrestin luminescence, antagonist mode; hits give low values; AID 652054, 2013; in the data active = max response below about -50%; inconclusive = no clear call, values can overlap the other calls; note: % is set by controls: 0 for no effect and ±100 for the full control effect; mostly tested at two doses, the higher about 12 µM
Target sequence (P35462 whole entry, looked up): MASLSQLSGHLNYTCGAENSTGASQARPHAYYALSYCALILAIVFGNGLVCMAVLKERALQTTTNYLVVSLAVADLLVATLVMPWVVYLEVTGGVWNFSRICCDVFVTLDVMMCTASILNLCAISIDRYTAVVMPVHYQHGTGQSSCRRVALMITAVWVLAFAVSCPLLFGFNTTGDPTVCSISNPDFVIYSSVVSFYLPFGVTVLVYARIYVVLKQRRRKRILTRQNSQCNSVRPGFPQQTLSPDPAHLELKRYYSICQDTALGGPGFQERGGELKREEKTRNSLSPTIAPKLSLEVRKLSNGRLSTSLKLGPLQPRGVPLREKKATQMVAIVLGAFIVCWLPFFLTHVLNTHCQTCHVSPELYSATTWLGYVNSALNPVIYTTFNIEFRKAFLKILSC
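Cells plated overnight at 1500 cells/well, then exposed to library compounds with dopamine controls for 90 minutes at 37 degrees C. DiscoveRx reagent added for 30–60 minutes at room temperature; luminescence read, quantitative HTS format.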
GLP1R inv ag = qHTS of GLP-1 Receptor Inverse Agonists (Inhibition Mode). Potency, µM (titrated, usually from 38.3 µM), inactives show top-dose activity change, negative = inhibition, hits mostly inhibitors. HEK293 GLP-1R CRE-luciferase, luminescence, 24 h; GLP-1R form is constitutively active. 410,000 compounds, 1.6% hits. Glucagon-like peptide 1 receptor (Homo sapiens), P43220; note: potency is the fitted concentration of half-maximal effect; % is set by controls: 0 for no effect and ±100 for the full control effect; nearly all actives have a fitted effect of over 55% in size
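Readout was luciferase luminescence, measured 12 min after detection reagent at room temperature. Beforehand, GLP-1R reporter HEK293 cells had sat 12 h, then received compounds for 24 hr at 37 deg C.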
aSyn rescue = qHTS of alpha-syn Inhibitors; Yeast expressing alpha-synuclein, growth rescue, BacTiter-Glo, 24 h; Potency, µM (titrated, usually from 46.1 µM), without a hit: at the highest dose growth rescue (activation), hits mostly activators; 370,000 compounds, 0.14% hits; AID 652106, 2013; note: potency is the fitted concentration of half-maximal effect; % of control where 0% means no effect; nearly all actives have a fitted effect of over 65% in size
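Rescue of yeast growth: cells expressing toxic alpha-synuclein, induced in galactose at OD600 0.02, incubated with compound 24 h at 30 C. ATP luminescence quantified growth; inhibitors of toxicity appear as activators.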
GLP1R ag = qHTS of GLP-1 Receptor Agonists; HEK293 GLP-1R CRE-luciferase, luminescence, 4-6 h; cells express a hypersensitive GLP-1R form; Potency, µM (highest dose often 45.6 µM), for inactives: at the highest dose activation, actives largely listed as activators; 380,000 compounds, 0.007% hits; AID 624172, 2012; note: potency is the fitted concentration of half-maximal effect; % of control where 0% means no effect
The depositor's hits bear a star; i = inactive; ? = inconclusive; · = not tested or not shown; [ ] = dose if it differs, or a comment. Unless noted, calls come from the whole dose curve; as a rule, active = well fitted curve in the direction sought with a large enough effect; inconclusive = small, poorly fitted or top-dose-only effect, or another doubt; inactive = no such curve, though single readings can be large; an effect the other way counts as inactive or inconclusive.

structure	D3 antag	GLP1R ag	FUS suppressor	PTHR1 ag	Akt phos inh	Abeta yeast res	aSyn rescue	GLP1R inv ag	TDP43 rescue
O=C(O)[C@@H]1CSC2c3ccccc3C(=O)N21 (stereo partly specified)	3	-4%	-26%	-2%	i	7%	-1%	2%	0%
CCCn1c(NCc2ccco2)nc2c1c(=O)n(C)c(=O)n2C	33	20%	-10%	i	i	0%	6%	40%[activator]	18%
COc1ccc(Cn2c(=O)[nH]c3cc(C(=O)NCc4ccc5c(c4)OCO5)ccc3c2=O)cc1	-2	-11%	17%	i	i	6%	-2%	-16%	2%
CCOC(=O)c1cccc(NC(=O)c2cc(CN3CCCC3)on2)c1	·	·	11%	-14%	·	-4%	·	7%	26%
Cc1ccc2nc(-c3ccc(Cl)c(NC(=O)c4cccc([N+](=O)[O-])c4C)c3)oc2c1	·	1%	-1%	-21%	·	-5%	·	12%	-2%
O=c1c2ccccc2ncn1-c1ccc(Cl)c(Cl)c1	-11	1%	-23%	-26%[57.5 µM]	i	-6%	-2%	-2%	-15%
COc1ccc(Cl)cc1S(=O)(=O)N1CCCC1	14	2%	-8%	i	i	-1%	0%	0%	-11%
CC(C)(C)N(NC(=O)c1ccccc1)C(=O)c1cccc(C(=O)N(NC(=O)c2ccccc2)C(C)(C)C)c1	-3	-19%	7%	i	i	0%	-2%	7%	-5%
CN(CC(=O)Nc1ccc(N2CCOCC2)cc1)C(=O)C12CC3CC(CC(C3)C1)C2	25	3%	35%	-19%	i	-3%	-6%	-19%	-3%
CCOC(=O)C1=CCN(S(=O)(=O)c2ccccc2Cl)C1c1cccc(Br)c1 (stereo unspecified)	2	8%	35%	i	i	4%	0%	?	29%
CCN(C(=O)COC(=O)c1ccc2c(c1)OCO2)c1ccc(F)cc1	-14	0%	·	i	i	-9%	5%	?	6%
Cc1cc(=O)n(CC(C)C)c(O)c1C#N	-9	0%	6%	6%[57.5 µM]	i	-1%	0%	4%	6%
Cc1cc(C(=O)NC2CCCCCC2)c2ccccc2n1	1	5%	3%	?	i	-13%	4%	?	-17%
Cc1ccc(C(=O)Nc2nnc([C@H]3C[C@H](O)[C@@H](CO)O3)s2)cc1	-77*	4%	-10%	-10%	i	-13%	-14%	-3%	-1%
O=C(CCCc1cccs1)Nc1nc2c(s1)CCCC2	-4	21%	29%	0%[57.5 µM]	i	?	-15%	?	13µM*
CCOCCCNC(=O)c1cn(CC)c2ccc(S(=O)(=O)N(C)C3CCCCC3)cc2c1=O	10	13%	38%	-5%	i	-13%	-2%	5%	-24%
CCOC(=O)/C=C(/C)N1N=C(c2ccc(OC)cc2)CC1c1cccc([N+](=O)[O-])c1 (stereo unspecified)	?	12%	·	-19%	i	-5%	17%	?	?
CC(C)(C)C1=CC(O)(c2ccccc2)C=C(C(C)(C)C)C1=O	17	-3%	8%	-6%	i	16%	-1%	?	8%
c1coc(-c2cc(C3CCNCC3)[nH]n2)c1	-10	-4%	19%	-19%	i	-2%	-3%	?	-32%[inhibitor]
CCCCCCCCCC1(CC(=O)OCC)SCCN1C(N)=O (stereo unspecified)	17	8%	38%	-40%[inhibitor]	i	4%	11%	?	?
CC(C)CN(C)C(=O)CCc1nnc(Cc2ccc(-c3ccccc3)cc2)o1	36	3%	12%	-16%	i	3%	1%	?	?
C/C(=N/NC(=O)CCC(=O)Nc1ccc(Br)cc1)c1ccc(Br)cc1	-11	0%	10%	i	i	-4%	6%	17%	10%
CCOC(=O)c1ccccc1NC(=O)CC(C)CC(=O)O (stereo unspecified)	0	-11%	-12%	i	i	-4%	1%	12%	-11%
COc1ccc2c(c1)c([C@@H]1[C@H](C)[C@H]3CCCC[C@H]3CN1S(=O)(=O)c1ccc(C)cc1)cn2C	0	-3%	-17%	-53%[inhibitor]	i	-13%	-3%	7%	-9%

For reference, part of the list above.
structure	D3 antag	GLP1R ag	FUS suppressor	PTHR1 ag	Akt phos inh	Abeta yeast res	aSyn rescue	GLP1R inv ag	TDP43 rescue
CCOC(=O)c1ccccc1NC(=O)CC(C)CC(=O)O (stereo unspecified)	0	-11%	-12%	i	i	-4%	1%	12%	-11%
COc1ccc2c(c1)c([C@@H]1[C@H](C)[C@H]3CCCC[C@H]3CN1S(=O)(=O)c1ccc(C)cc1)cn2C	0	-3%	-17%	-53%[inhibitor]	i	-13%	-3%	7%	-9%

Next compounds follow:
structure	D3 antag	GLP1R ag	FUS suppressor	PTHR1 ag	Akt phos inh	Abeta yeast res	aSyn rescue	GLP1R inv ag	TDP43 rescue
COc1ccc(-c2ccc3c(c2)[C@@H]2C[C@H](N(C)S(=O)(=O)c4ccccc4)[C@H]([C@H](C)O)C(=O)N2CC3)cc1	42	-2%	30%	-12%	i	5%	3%	-22%	?
CCC(Sc1nc2c(sc3ccccc32)c(=O)n1CCc1ccc(OC)c(OC)c1)C(=O)N(CC)CC (stereo unspecified)	·	-6%	4%	-15%	·	-4%	·	-9%	0%
CCC(=O)CN(Cc1cc(OC)ccc1OC)S(=O)(=O)c1ccccc1Br	-16	-1%	29%	i	i	1%	?	7%	4%
Cc1cc(=O)oc2cc(OCC(=O)OCC(=O)Nc3ccc4ccccc4c3)ccc12	23	-4%	23%	-4%	i	10%	9%	0%	14%
Cc1ccc2c(c1)Cc1c(nc(-c3ccc(F)cc3)nc1SCC(=O)N1CCCCC1)O2	·	·	-11%	-18%	·	-18%	·	3%	14%
COc1ccc(-n2ccn3c(CC(C)(C)CC(=O)O)nnc3c2=O)cc1	·	-1%	-6%	?	·	-5%	·	0%	17%
CC(C)c1ccc(NC(=O)CSc2n[nH]c(=O)n2C2CC2)cc1	-15	10%	8%	-1%	i	-4%	-9%	-26%	-8%
COc1ccc(C(=O)OCC(=O)c2ccc(CNC(C)=O)s2)cc1	0	23%	·	-18%	i	-7%	-1%	29%	15%
COc1ccc(C2CC(O)(c3ccccc3)Oc3c(C)ccc(C)c32)cc1 (stereo unspecified)	27	2%	?	-37%[inhibitor]	i	-7%	-50%[inhibitor]	7%	-27%
CCO[C@H]1OC(C(=O)Nc2ccccc2)=C[C@@H](c2coc3ccccc3c2=O)[C@@H]1CCCO	56	1%	40%	-27%	i	4%	-8%	3%	11%
COc1cccc(-c2nc3c(c(SCC(=O)Nc4cccc(C)c4C)n2)Cc2c(CO)cnc(C)c2O3)c1	·	·	-7%	2%	·	-8%	·	-18%	-8%
Cc1c(CCO)c(=O)[nH]n1S(=O)(=O)c1cccc(C(F)(F)F)c1	-7	0%	-8%	i	i	3%	-4%	12%	-7%
NC(=O)[C@H](Cc1cc2ccccc2s1)NC(=O)[C@@H]1CC2(CC(c3cccc(NC(=O)[C@@H]4CCC(=O)N4)c3)=NO2)CN1C(=O)/C=C/Sc1ccccc1 (stereo partly specified)	2	2%	28µM*	20%	i	-2%	2%	8%	0%
CCOC(=O)c1c(C)[nH]c(C)c1S(=O)(=O)N(C)CC(=O)Nc1cccc(Cl)c1C	·	·	17%	0%	·	-5%	·	-30%	23%
COc1cccc(OC)c1C(=O)OCC(=O)Nc1ccc(OC(F)(F)F)cc1	38	2%	34%	-17%	i	-1%	-4%	-18%	14µM*
Cc1ccc2nc(SCC(=O)NNC(=O)c3ccccc3)[nH]c2c1	10	9%	1%	-32%[inhibitor]	i	9%	-15%	3%	10%
COCCCNC(=S)Nc1cccc(S(=O)(=O)NC2=NCCC2)c1	21	8%	2%	-3%	i	6%	-4%	63%[activator]	-13%[0.397 µM]
COCCNC(=O)c1onc(CS(=O)(=O)c2cc(C)cc(C)c2)c1C(=O)NCCOC	-10	6%	-5%	-21%	i	-2%	2%	10%	4%
CCC(C)(C)c1nnc(NC(=O)c2cccc([N+](=O)[O-])c2)s1	-2	1%	·	i	i	0%	-14%	4%	-11%
O=C(COC(=O)COc1ccc(Br)cc1)Nc1cccnc1Cl	7	1%	-23%	-21%	i	-10%	-8%	18%	-23%
Cc1ccc(SCC(=O)NC(C)(C)C)cc1	-19	2%	5%	i	i	8%	-5%	-4%	16%
COc1cc(OC)nc(NC(=O)COC(=O)c2cccc(Cl)c2)n1	6	2%	-11%	i	i	2%	-1%	329%[activator]	-2%
CCN(CC)CCCn1c2c(c(SCC(=O)Nc3nc4ccccc4s3)nc1=O)CCC2	-9	-3%	28%	-6%	i	-1%	1%	?	-16%
CS(=O)(=O)c1ccc(Cl)c(NC(=O)C2CCN(S(=O)(=O)c3cccs3)CC2)c1	-12	-2%	?	0%	i	-2%	-2%	-5%	2%
CCOC(=O)C1=C(O)CCn2c1nc1ccccc12	19	2%	18%	-5%[57.5 µM]	i	-2%	0%	-8%	-15%
Nc1nonc1-n1nnc(C(=O)N/N=C/c2ccc(OCc3ccccc3)cc2)c1CN1CCCCC1	-1	12%	3%	i	i	·	1%	?	?
Cc1ccc(S(=O)(=O)NNC(=O)Cc2cccn2C)cc1	2	-5%	-6%	14%	i	-5%	0%	5%	0%
Cc1nc(-c2ccc(F)cc2)c(CC(=O)N(C)CC(=O)Nc2ccccc2C(F)(F)F)s1	1	-4%	1%	-70%	i	-3%	5%	-9%	-24%

Screens deposited in PubChem by National Center for Advancing Translational Sciences (NCATS).

Not all compounds are listed. The share of hits here may be higher or lower than overall.
